High-throughput results from PubChem.
Fibroblast inh = blocks proliferation of human lung fibroblasts; viability, % at 10 µM; AID 719; LL 47 human lung fibroblast viability, ATP luminescence; hits give low values; hit rate 1.1% among 85,000;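 active = viability at or below 50% in the single dose screen; inactive = viability above 50%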;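 note: compound exposure lasted 72 h before the ATP readout; 100% = median luminescence of untreated cell-only wells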
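Times – overnight cell rest, 72 h compound treatment at 37 °C · Test system – human lung fibroblast line LL 47, low passage · Amount – 1,150 cells in each well · Controls – cell-only wells, no compound · Doses – 0.1% DMSO in all compound wells · Measured by – CellTiter-Glo luminescence · Buffer or medium – IMEM plus 15% FBS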
sEH act = activators of human soluble epoxide hydrolase | P34913 | activation, % at 2 µM | AID 717 | purified human sEH enzymatic activity, activator screen | hit rate 0.04% among 91,000; in the data active = activation above about 37%; note: values of inactives mirror those of a sister screen read the other way
S1P2 agonist = S1P2 (human) receptor agonism; activation, % at 4.5 µM; hit rate 0.46% among 97,000; S1P2-expressing cell line, agonist reporter read-out; AID 729; in the data active = activation above about 16%;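 note: 0% = vehicle low control and 100% = maximal reference agonist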
S1P2 antag = S1P2 (human) receptor antagonism; O95136; cell-based S1P2 antagonist assay, inhibition at 5 uM; inhibition, % at 5 µM; hit rate 0.21% among 97,000; AID 736; in the data active = inhibition above about 45%;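 note: CRE beta-lactamase reporter cells expressing human S1P2 stimulated with S1P; 0% = agonist at EC80 alone and 100% = agonist plus reference antagonist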
sEH inhibitor = soluble epoxide hydrolase (human) inhibition; P34913; hit rate 0.34% among 91,000; inhibition, % at 2 µM; recombinant human sEH enzymatic activity assay; in the data active = inhibition above about 80%; note: values of inactives mirror those of a sister screen read the other way; many of its hits are not listed in these tables
PostGolgi ctrl = inhibits growth of the yeast control strain. inhibition, % at 10 µM. hit rate 5% among 98,000. efflux-deficient yeast background strain, growth absorbance A615, 16 h; in the data active = inhibition above about 30%
LYP act = LYP (human) phosphatase activation; recombinant LYP, DiFMUP fluorescence; 0 = plate median, 100 = signal doubled; activation, % at 2 µM; hit rate 0.11% among 96,000;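 active = activation at 2 µM above a set limit, the mean plus 5 SD, cut at about 37% in these data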
Target sequence (Q9Y2R2 whole entry, looked up): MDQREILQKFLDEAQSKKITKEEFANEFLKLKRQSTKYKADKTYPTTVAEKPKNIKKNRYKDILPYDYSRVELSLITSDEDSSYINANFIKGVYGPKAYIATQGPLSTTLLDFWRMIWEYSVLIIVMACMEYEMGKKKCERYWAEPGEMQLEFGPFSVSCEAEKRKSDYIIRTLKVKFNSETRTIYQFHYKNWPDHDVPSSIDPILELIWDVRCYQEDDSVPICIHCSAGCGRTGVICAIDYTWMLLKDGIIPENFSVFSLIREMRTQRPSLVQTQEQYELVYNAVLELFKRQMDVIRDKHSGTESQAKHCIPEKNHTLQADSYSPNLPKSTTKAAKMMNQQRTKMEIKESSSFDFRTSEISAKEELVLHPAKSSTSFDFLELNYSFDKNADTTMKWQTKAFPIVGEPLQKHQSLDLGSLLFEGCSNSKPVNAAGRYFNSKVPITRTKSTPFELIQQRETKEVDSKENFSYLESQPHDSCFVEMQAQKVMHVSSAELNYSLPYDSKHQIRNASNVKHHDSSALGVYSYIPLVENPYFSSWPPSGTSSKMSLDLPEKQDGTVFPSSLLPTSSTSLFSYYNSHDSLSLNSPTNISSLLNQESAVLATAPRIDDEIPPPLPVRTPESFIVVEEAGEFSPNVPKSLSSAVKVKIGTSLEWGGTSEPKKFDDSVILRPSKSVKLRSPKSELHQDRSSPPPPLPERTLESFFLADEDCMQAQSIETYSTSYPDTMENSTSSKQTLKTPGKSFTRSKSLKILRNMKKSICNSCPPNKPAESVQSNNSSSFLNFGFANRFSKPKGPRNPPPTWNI
HUVEC prolif 384 = human endothelial cell proliferation inhibition. HUVEC proliferation, CellTiter-Glo luminescence, 72 h; hits give low values. viability, % at 10 µM (by protocol). hit rate 1.1% among 86,000. AID 648;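 active = viability at or below 30%; inactive = viability above 30%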;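 note: 100% = median luminescence of DMSO-only cell control wells on each plate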
H69AR inhibit = growth inhibitors of human H69AR lung tumor cells; H69AR lung tumor viability, ATP luminescence, 72 h; hits give low values; viability, % at 10 µM; hit rate 6% among 85,000; AID 598;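 active = viability at or below 40%; inactive = viability above 40%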;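 note: multidrug resistant small cell line overexpressing MRP-1 efflux transporter; 100% = mean luminescence of untreated control wells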
Numbers without * were called inactive; nt = no result given.

no.	Compound	H69AR inhibit	sEH act	S1P2 antag	PostGolgi ctrl	Fibroblast inh	LYP act	sEH inhibitor	HUVEC prolif 384	S1P2 agonist
1	CCN(CC)CCCNC(=O)C1CCN(C(=O)c2cc3sccc3n2Cc2ccc(F)cc2)CC1	66	7	14	19	88	5	-6	94	-10
2	CCCCCNc1c(C(=O)OCC)c(=O)[nH]c2ccccc12	88	nt	nt	15	103	nt	nt	107	nt
3	CCC1(C)Cc2c(sc3nnn(CC(=O)Nc4ccc(Cl)cc4)c(=O)c23)CO1 (configuration not stated)	nt	-5	-11	7	nt	3	7	nt	-6
4	N#Cc1cccc(NC(=O)CSc2ccccc2)c1	108	-6	-10	14	101	-9	6	90	0
5	Cc1ccc(S(=O)(=O)Cc2ccc(C(=O)NCc3cccs3)o2)cc1	90	9	5	5	101	2	-9	100	-2
6	O=C1CC(N2CCC(c3nc4ccccc4o3)CC2)C(=O)N1Cc1cccs1 (configuration not stated)	nt	11	14	7	105	-9	-17	106	-2
7	COc1ccccc1NC(=O)Cn1cnc2sc(C(=O)NCc3ccco3)c(C)c2c1=O	91	7	10	7	99	-4	-5	103	-5
8	COCCn1c(SCc2ccccc2Cl)nc2c1c(=O)[nH]c(=O)n2C	84	-10	-5	9	93	-2	9	90	-1
9	CCOc1ccccc1N1CSC2=C(C#N)C(c3c(OC)ccc4ccccc34)CC(=O)N2C1 (configuration not stated)	86	2	5	14	103	-13	-2	94	-8
10	Nc1n[nH]c(-c2ccccc2)n1	101	5	24	6	97	-13	-5	99	-6
11	CCCNS(=O)(=O)c1ccc(OCC(=O)N2CCC(C(=O)OCC)CC2)cc1	99	12	8	31*	102	-1	-14	96	-4
12	CCCCOc1ccc(C2CC(=O)N(C)C2=O)cc1 (configuration not stated)	78	7	1	4	96	-18	-4	88	0
13	Cn1c(=O)[nH]c(=O)c2c1nc(Sc1nc3ccccc3s1)n2Cc1ccccc1	54	8	-4	41*	76	-13	-7	66	-3
14	COc1ccc(NC(=O)N2CCN(c3cccc(C(F)(F)F)c3)CC2)cc1	96	-21	-16	2	103	-4	19	114	-4
15	COc1ccc(/C=C/C(=O)Nc2c(C)nn(C)c2C)cc1COc1ccc(Br)cc1	58	13	-15	nt	91	7	-9	47	2
16	COc1ccc(CNS(=O)(=O)c2cccc(S(=O)(=O)N3CCOCC3)c2)cc1	98	-4	7	4	108	5	2	98	-2
17	Cc1ccc2c(CN3CCN(Cc4ccc5c(c4)OCO5)CC3)cc(=O)oc2c1C	85	-8	10	12	100	-7	6	83	-7
18	COc1ccc(-c2nn3c(-c4ccncc4)nnc3s2)cc1OC	81	-1	6	nt	108	0	-1	93	-4
19	CCOC(=O)CSc1nnc(CNC(=O)c2cccs2)n1-c1ccccc1	92	0	-21	-3	100	3	-2	99	0
20	O=C(Nc1nccs1)C1CC2CCC1C2 (configuration not stated)	100	nt	5	1	95	-6	nt	93	-6
21	Cc1cc(C)c2oc(=O)cc(CN3CCN(Cc4ccc5c(c4)OCO5)CC3)c2c1	55	10	7	11	93	6	-8	83	-4
22	CC(C)CN1C(=O)/C(=C/c2cccs2)NC1=S	97	-3	-11	nt	96	19	6	90	-5
23	CN1/C(=C\C(=O)Nc2cccnc2)c2ccccc2CC1(C)C	99	10	-1	5	103	19	-9	105	-3
24	OC1CCN(Cc2cccc(Oc3ccccc3)c2)CC1	85	nt	nt	6	99	nt	nt	84	nt
25	CCCn1c(SCC(=O)c2cc(OC)ccc2OC)nnc1-c1ccco1	76	2	7	3	89	-4	-5	98	-3

Full records, quoted from the list. Order of screens: H69AR inhibit | sEH act | S1P2 antag | PostGolgi ctrl | Fibroblast inh | LYP act | sEH inhibitor | HUVEC prolif 384 | S1P2 agonist
`OC1CCN(Cc2cccc(Oc3ccccc3)c2)CC1` across the screens: 85 | nt | nt | 6 | 99 | nt | nt | 84 | nt
`Cc1ccc(S(=O)(=O)Cc2ccc(C(=O)NCc3cccs3)o2)cc1` across the screens: 90 | 9 | 5 | 5 | 101 | 2 | -9 | 100 | -2
`CCC1(C)Cc2c(sc3nnn(CC(=O)Nc4ccc(Cl)cc4)c(=O)c23)CO1` (configuration not stated) across the screens: nt | -5 | -11 | 7 | nt | 3 | 7 | nt | -6

6 entries picked at random from those above, as already listed:
no.	Compound	H69AR inhibit	sEH act	S1P2 antag	PostGolgi ctrl	Fibroblast inh	LYP act	sEH inhibitor	HUVEC prolif 384	S1P2 agonist
3	CCC1(C)Cc2c(sc3nnn(CC(=O)Nc4ccc(Cl)cc4)c(=O)c23)CO1 (configuration not stated)	nt	-5	-11	7	nt	3	7	nt	-6
7	COc1ccccc1NC(=O)Cn1cnc2sc(C(=O)NCc3ccco3)c(C)c2c1=O	91	7	10	7	99	-4	-5	103	-5
1	CCN(CC)CCCNC(=O)C1CCN(C(=O)c2cc3sccc3n2Cc2ccc(F)cc2)CC1	66	7	14	19	88	5	-6	94	-10
14	COc1ccc(NC(=O)N2CCN(c3cccc(C(F)(F)F)c3)CC2)cc1	96	-21	-16	2	103	-4	19	114	-4
9	CCOc1ccccc1N1CSC2=C(C#N)C(c3c(OC)ccc4ccccc34)CC(=O)N2C1 (configuration not stated)	86	2	5	14	103	-13	-2	94	-8
17	Cc1ccc2c(CN3CCN(Cc4ccc5c(c4)OCO5)CC3)cc(=O)oc2c1C	85	-8	10	12	100	-7	6	83	-7

Two compounds from above, reduced to sEH act and H69AR inhibit:
| no. | compound | sEH act | H69AR inhibit |
| --- | --- | --- | --- |
| 20 | O=C(Nc1nccs1)C1CC2CCC1C2 (configuration not stated) | nt | 100 |
| 21 | Cc1cc(C)c2oc(=O)cc(CN3CCN(Cc4ccc5c(c4)OCO5)CC3)c2c1 | 10 | 55 |

Carrying on.
no.	Compound	H69AR inhibit	sEH act	S1P2 antag	PostGolgi ctrl	Fibroblast inh	LYP act	sEH inhibitor	HUVEC prolif 384	S1P2 agonist
26	Cn1nnnc1SCC(=O)N1c2ccccc2CCc2ccccc21	83	-14	-19	3	92	5	18	100	-3
27	CC(=O)N1CCC(N2CCN(c3ccccc3F)CC2)CC1	nt	-7	9	-2	nt	4	7	nt	-3
28	CCOC(=O)N1CCC(NC(=O)C2CCCN(C(=O)c3cc4sccc4n3C)C2)CC1 (configuration not stated)	81	0	25	9	107	0	-1	100	-7
29	O=C(OCn1nnc2ccccc2c1=O)c1ccc2ccccc2n1	100	-13	17	-2	92	10	14	83	-1
30	C=CCN1C(=O)C(Cc2cccc(Cl)c2)S/C1=N/N=C/c1ccco1 (configuration not stated)	nt	-2	2	5	nt	-3	1	nt	-7
31	Nc1cccc(-c2nc3cc(S(=O)(=O)c4ccc5oc(-c6cccc(N)c6)nc5c4)ccc3o2)c1	nt	5	8	0	nt	-2	-6	nt	-7
32	COCCNC(=O)c1ccccc1NC(=O)COc1ccccc1	90	5	3	0	102	3	-4	91	-3
33	COc1ccc(C(=O)c2oc3ccc(Br)cc3c2NC(C)=O)cc1	38*	nt	20	0	90	-6	nt	53	0
34	O=c1[nH][nH]c(-c2ccccc2)c1C=Nc1ccc(Cl)cc1	nt	-3	18	-4	nt	-18	2	nt	-3
35	COc1ccc2oc(C)c(NC(C)=O)c2c1	97	11	-7	5	94	34	-13	96	-1
36	CCOC(=O)c1oc2ccccc2c1NC(=O)C1CCCCC1	85	nt	nt	3	97	nt	nt	89	nt
37	O=C(CN1CCC(n2nnc3cc(F)ccc32)CC1)NC1CCCCC1	92	-14	11	-6	92	-10	15	88	-6
38	COC(=O)c1cc(C(=O)OC)cc(N2C(=O)CC(NNC(=O)c3ccccc3Br)C2=O)c1 (configuration not stated)	nt	14	15	-10	nt	-9	-13	nt	-2
39	COC(=O)CP(=O)(c1ccccc1)c1ccccc1	94	3	-14	13	101	-4	-4	91	-6
40	CCOc1c(Br)cc(C2NS(=O)(=O)N=C3CCCCCN32)cc1OC (configuration not stated)	34*	3	11	10	85	-13	-4	94	-6
41	C=CCNC(=O)/C(=C/c1ccco1)NC(=O)c1ccc(Br)o1	nt	-2	26	0	nt	1	5	nt	-4
42	Cc1ccccc1Nc1nc(Nc2ccccc2C)nc(SC2=NCCS2)n1	98	-2	-9	23	102	-9	4	78	-9
43	CCn1cnc2cc(NCc3nc4ccccc4n3C)ccc21	73	nt	16	-1	101	-1	nt	84	-5
44	Cc1onc(-c2ccccc2Cl)c1C(=O)Nc1ccc(OCC(=O)N2CCOCC2)cc1	88	-1	10	nt	106	4	2	102	-1
45	COC(=O)CCN(C(=O)c1ccc2c(c1)OCO2)c1ccccn1	107	-10	9	9	94	1	12	84	-4
46	O=C(Nc1ccc2oc(=O)ccc2c1)c1cccnc1	95	-10	2	3	108	-1	12	95	-9
47	O=C1c2ccccc2NC(c2cccc(Cl)c2)N1N=C1CCCCCC1 (configuration not stated)	nt	6	5	22	nt	-1	-5	nt	-3
48	O=C(NC1CC1)C1=NOC(CNc2ncc(C(F)(F)F)cc2Cl)C1 (configuration not stated)	99	14	-1	-17	99	-5	-15	104	-3
49	COc1cccc2cc(C(=O)NC3CC(C)(C)NC(C)(C)C3)c(=O)oc12	98	15	-1	nt	98	4	-16	97	-3
50	O=C(c1nc2n(n1)C(c1ccc(Cl)cc1)C=C(c1ccccc1)N2)N1CCOCC1 (configuration not stated)	82	2	12	-2	106	10	0	99	-7
51	CCCCC(c1nnnn1CS(=O)(=O)c1ccc(C)cc1)N1CCN(c2ccccc2)CC1 (configuration not stated)	96	1	-2	21	93	11	-1	87	-10
52	C/C(=N\NC(=O)c1ccccc1)c1ccc(N2CCOCC2)cc1	nt	1	-5	7	nt	-12	1	nt	1
53	CCN1CCN(C(=O)Nc2cccc(C(F)(F)F)c2)CC1	100	2	-11	31*	93	3	-2	89	-2
54	COc1ccc(C(NC(=O)C(C)(C)C)NC(=O)C(C)(C)C)cc1	96	0	9	13	101	-10	-1	117	-5
55	CN(Cc1ccccc1)C(=O)CN1C(=O)C2C3C=CC(C3)C2C1=O (configuration not stated)	99	-17	7	nt	99	0	18	100	-8
56	CCC1CCCCN1CCCNC(=O)Cn1nc(-c2ccc(C)cc2)ccc1=O (configuration not stated)	85	-7	-1	13	101	21	6	90	-5
57	COc1ccc(C(=O)N2CCN(c3cccc(Cl)c3)CC2)cc1	92	6	-10	nt	105	-1	-6	107	-4
58	CCCCn1c(SCC(=O)c2ccc(OC)cc2OC)nc2cc(S(N)(=O)=O)ccc21	73	-7	13	-1	102	-7	11	113	-4
59	O=C(Cn1ncc2c(=O)oc3ccccc3c21)NCCc1ccsc1	101	-11	7	5	100	-4	12	95	-4
60	Cc1ccc(S(=O)(=O)N[C@H](C(=O)Oc2ccc3c(C(F)(F)F)cc(=O)oc3c2)c2ccccc2)cc1	nt	-2	58*	13	nt	-13	4	nt	-8
61	O=C1CC(c2ccccc2)n2nc(NC(=O)c3ccccc3)nc2N1 (configuration not stated)	nt	-9	2	-14	nt	-4	12	nt	-10
62	CCNC(=O)c1sc(-c2ccccc2)nc1C	93	nt	12	8	105	-3	nt	100	-6
63	c1cc(CNc2ccc3c(c2)OCO3)ccn1	nt	0	6	2	nt	-11	2	nt	-3
64	CC(=O)c1c(C)[nH]c(C(=O)OCC(=O)Nc2cc(C(F)(F)F)ccc2N2CCOCC2)c1C	45	12	-24	1	90	2	-13	84	-3
65	COc1cc(-c2nnc(-c3cccs3)o2)cc(OC)c1OC	63	nt	-15	13	106	-1	nt	100	1

Not all compounds are listed, so the mix of outcomes need not match the whole.
